# Screens: PubChem BioAssay, The Scripps Research Institute Molecular Screening Center
# CHRM5 PAM: positive allosteric modulators of human muscarinic M5 receptor | activation, % at 3 µM | 360,000 compounds, 0.3% hits | CHO-K1 hM5, Fluo-8 calcium, ACh EC20 PAM; 0% = ACh EC20, 100% = ACh EC100 | P08912;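 active = activation above the run cutoff, the mean activation of all test compounds plus 3 SD, cut at about 18% in these data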
# Target sequence (P08912 whole entry, looked up): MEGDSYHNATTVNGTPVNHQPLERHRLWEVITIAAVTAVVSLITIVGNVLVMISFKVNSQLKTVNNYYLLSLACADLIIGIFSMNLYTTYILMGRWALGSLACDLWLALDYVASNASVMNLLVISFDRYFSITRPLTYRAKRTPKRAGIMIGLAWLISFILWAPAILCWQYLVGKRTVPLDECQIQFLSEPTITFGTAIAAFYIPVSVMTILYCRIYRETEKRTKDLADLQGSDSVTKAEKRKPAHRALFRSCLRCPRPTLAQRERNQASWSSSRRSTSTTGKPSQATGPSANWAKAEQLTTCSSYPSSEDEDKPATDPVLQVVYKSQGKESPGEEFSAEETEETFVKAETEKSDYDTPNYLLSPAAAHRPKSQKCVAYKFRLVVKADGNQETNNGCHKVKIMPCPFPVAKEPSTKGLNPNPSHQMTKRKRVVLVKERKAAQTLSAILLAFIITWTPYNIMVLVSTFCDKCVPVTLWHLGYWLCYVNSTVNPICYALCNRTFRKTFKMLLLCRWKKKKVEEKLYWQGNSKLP
#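 Measured by: Fluo-8 calcium fluorescence; material: human M5 receptor in CHO-K1 cells; schedule: Post-acetylcholine fluorescence recording 140 s; benchmarks: low control EC20 acetylcholine (0%), high control EC100 acetylcholine (100%); read-out: Max/basal fluorescence ratio as % of EC20–EC100 ACh window; compound: single dose, 3 µM nominal final test concentration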
# CHO-K1 Ca ag: M1 agonist counterscreen hit in parental CHO-K1 cells | Fluo-8 calcium fluorescence; scaled to maximal ATP response, vehicle zero | activation, % at 3 µM | 360,000 compounds, 0.48% hits | AID 602248; in the data active = activation above about 15%;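 note: untransfected CHO-K1 host cells lacking M1 receptor as counterscreen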
# CHRM5 agonist: CHRM5 agonism in calcium assay; P08912; CHO-K1 hM5 cells, Fluo-8 calcium fluorescence; 0% DMSO wells, 100% maximal acetylcholine response; activation, % at 3 µM; 360,000 compounds, 0.19% hits; AID 624037;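 active = activation above the run's mean over test compounds plus 3 SD, cut at about 23% in these data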;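 note: signal is peak over basal fluorescence ratio across the kinetic read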
# CHRM5 antagonist: CHRM5 antagonism in calcium assay | inhibition, % at 3 µM | AID 624040 | CHO-hM5 cells, Fluo-8 calcium fluorescence, ACh EC80 | 360,000 compounds, 0.59% hits | P08912;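 active = inhibition above a per-plate cutoff, the mean of that plate's test compounds plus 3 SD, cut at about 27% in these data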;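 note: 0% = acetylcholine EC80 with DMSO and 100% = DMSO without agonist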
# CHRM4 PAM: potentiates acetylcholine response at human M4 receptor | P08173 | CHO-K1 hM4/Gqi5, Fluo-8 calcium fluorescence, ACh EC20; 0% = ACh EC20, 100% = maximal ACh | activation, % at 3 µM | 360,000 compounds, 0.4% hits | AID 624126;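 active = activation above its plate's cutoff, the mean activation of sample wells plus 3 SD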; note: some results filed as inactive read as strong as hits
# Target sequence (P08173 whole entry, looked up): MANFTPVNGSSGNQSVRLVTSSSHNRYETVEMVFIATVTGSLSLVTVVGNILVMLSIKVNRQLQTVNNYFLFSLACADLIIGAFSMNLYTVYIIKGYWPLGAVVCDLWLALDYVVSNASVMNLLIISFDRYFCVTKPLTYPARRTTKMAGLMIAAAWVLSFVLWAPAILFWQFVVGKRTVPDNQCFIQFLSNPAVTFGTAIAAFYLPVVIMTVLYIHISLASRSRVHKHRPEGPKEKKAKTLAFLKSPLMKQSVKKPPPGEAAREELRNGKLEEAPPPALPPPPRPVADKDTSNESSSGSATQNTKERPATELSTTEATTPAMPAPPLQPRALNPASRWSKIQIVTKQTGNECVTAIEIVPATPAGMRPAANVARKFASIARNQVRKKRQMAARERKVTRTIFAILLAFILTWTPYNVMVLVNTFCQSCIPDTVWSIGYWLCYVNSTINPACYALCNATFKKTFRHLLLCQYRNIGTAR
# CHO-K1 Ca antag: M1 antagonist counterscreen hit in parental CHO-K1 cells; AID 602250; 360,000 compounds, 0.6% hits; ATP-induced calcium, Fluo-8 fluorescence; inhibition, % at 3 µM;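 active = inhibition above a per-plate cutoff, the plate's mean sample inhibition plus 3 SD, cut at about 24% in these data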;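 note: 0% = DMSO plus EC80 ATP and 100% = DMSO alone without ATP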
# CHO-K1 Ca PAM: M1 PAM counterscreen hit in parental CHO-K1 cells. AID 602247. activation, % at 3 µM. ATP EC20, Fluo-8 calcium fluorescence; 0% at ATP EC20, 100% at ATP max. 360,000 compounds, 0.02% hits;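 active = activation above the run cutoff, the mean activation of all test compounds plus 3 SD, cut at about 40% in these data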;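 note: peak over basal fluorescence ratio in a 140 s read after ATP addition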
# CHRM4 agonist: agonists of human muscarinic M4 receptor (CHRM4); 360,000 compounds, 0.14% hits; activation, % at 3 µM; P08173; CHO-K1 hM4/Gqi5, Fluo-8 calcium fluorescence; vehicle 0%, full acetylcholine response 100%;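 active = activation above the run mean over all test wells plus 3 SD, cut at about 32% in these data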;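 note: peak over basal fluorescence ratio per well then scaled between controls; 0% = DMSO wells and 100% = acetylcholine at EC100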
# M4 antag: CHRM4 antagonism in calcium assay. CHO-hM4 cells, ACh EC80, Fluo-8 calcium fluorescence. P08173. 360,000 compounds, 0.73% hits. inhibition, % at 3 µM;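 active = inhibition above its plate's cutoff, the mean inhibition of sample wells plus 3 SD, cut at about 27% in these data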;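 note: 0% = acetylcholine EC80 with DMSO and 100% = DMSO without agonist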
# Starred values were filed as active, the others as inactive. Compounds were not picked by outcome. About 2.7% of those tested had a hit in this group.
SMILES,CHRM5 PAM,CHO-K1 Ca ag,CHRM5 agonist,CHRM5 antagonist,CHRM4 PAM,CHO-K1 Ca antag,CHO-K1 Ca PAM,CHRM4 agonist,M4 antag
Cc1ccc(NC(=O)Nc2cnc3ccccc3c2)cc1,-6,4.7,5,6,-8,-2,-19,6,10
CC(C)CCC[C@@H](C)[C@H]1CC[C@H]2[C@@H]3C(=O)C=C4C[C@@H](O)CC[C@]4(C)[C@H]3CC[C@]12C,-5,-0.5,1,2,-2,-10,-4,1,6
O=C1c2ccccc2C(c2nnnn2-c2ccc3c(c2)OCCO3)N1CCc1ccccc1F (stereo unspecified),-4,2.3,4,3,-1,-19,7,6,-3
COC(=O)c1cc(-c2ccccc2)sc1N,3,-0.1,-1,3,4,-12,18,-1,3
COc1ccc(C2C(C(=O)NCCN(C)C)c3ccccc3C(=O)N2C)cc1OC (stereo unspecified),-4,0.0,-1,2,4,4,-3,1,1
O=C(NCc1ccccn1)c1ccc2nc(C3CCCCC3)oc2c1,-7,-0.1,-5,20,2,6,13,0,-10
CCc1nc2c(OCC=C(C)C)cccn2c1N(C)C(=O)c1ccccc1F,0,0.9,-1,1,9,-16,24,0,-16
C#CCOCCOCCOCCNc1nc(N2CCOCC2)nc(N2CCN(C(=O)CCCCCCCCCCNC(=O)[C@H](CO)n3cc(CCCCCN)nn3)CC2)n1,-9,0.4,-5,12,-8,-14,17,2,-8
CCOC(=O)c1cc(NC(=O)c2ccccc2)c(=O)oc1-c1ccccc1,-2,0.7,1,3,15,1,13,1,-5
COc1ccc(-n2c(SCC(=O)NCCCN3CCCC3=O)nnc2C(C)N2CCCCC2)cc1 (stereo unspecified),11,3.1,0,-11,-4,-19,28,0,-6
COCCNC(=O)CCn1nc(-c2ccc(Cl)cc2)c2ccccc2c1=O,4,-0.3,-2,-6,-2,-2,11,-1,1
CN(C)CCOC(C1CCCCC1)C1CCCCC1,-22,9.1,-9,26,-26,-17,36,8,22
COc1ccc(NC(=O)Nc2cc(C)ccc2F)cc1OC,-1,1.9,-2,-5,3,2,13,4,-8
Fc1ccccc1-c1n[nH]c(=S)n1CC1CCCO1 (stereo unspecified),6,0.0,2,3,2,9,0,1,4
Cn1c(=O)c(=O)n(C)c2cc(S(=O)(=O)N3CCCCC3)ccc21,2,0.0,-1,-3,-2,-4,-2,0,9
COCCN(C(=O)CSc1nc2ccc(Cl)cc2[nH]1)c1c(N)n(Cc2ccccc2)c(=O)[nH]c1=O,-2,0.5,-3,6,-2,1,21,0,3
Cc1cc(C)c(NC(=O)CNC(=O)CN(C)Cc2ccc(Br)s2)c(C)c1,0,1.0,1,4,3,-12,1,1,4
COc1cc(CNC(=O)c2nc(Cn3nc(C)c(Br)c3C)no2)cc(OC)c1,9,0.8,-5,1,-1,-12,-11,4,-6
COc1ccc(-c2nc(C#N)c(NCCCN3CCOCC3)o2)cc1,-4,-0.6,0,-2,4,18,-1,1,-24
CC(=O)Nc1sc(C)c(C)c1C(=O)OCC(=O)NCc1ccc(Cl)cc1,3,0.2,0,9,2,-7,2,-1,0
Cc1ccc(C(=O)O)cc1NC(=S)NC(=O)C(c1ccccc1)c1ccccc1,6,0.3,-6,3,6,-12,2,-1,-1
CC(NC(=O)Nc1cccc(F)c1)c1ccc2c(c1)OCO2 (stereo unspecified),0,4.0,-5,5,7,2,-7,3,6
O=C(O)Cc1ccc(C(=O)c2ccccc2)s1,8,-0.1,-6,-7,5,-7,18,0,-12
COC(=O)Nc1ccc(S(=O)(=O)N2CCCc3ccccc32)cc1,1,1.9,-1,5,-8,5,11,3,1
Cn1ccc(C(=O)OCC(=O)Nc2cccc(Cl)c2)n1,1,6.2,0,6,-1,-3,16,2,-1

# Next section.
SMILES,CHRM5 PAM,CHO-K1 Ca ag,CHRM5 agonist,CHRM5 antagonist,CHRM4 PAM,CHO-K1 Ca antag,CHO-K1 Ca PAM,CHRM4 agonist,M4 antag
COc1cccc(CNc2ccc(F)c(Cl)c2)c1,-5,0.0,-4,4,-1,-9,14,-3,3
O=C(CCS(=O)(=O)c1ccccc1)N1CCOCC1,-2,0.3,0,8,-9,-5,6,0,0
COc1ccc(NS(=O)(=O)c2cccc(C(=O)NN=Cc3ccc(OC)cc3OC)c2)cc1,-5,1.0,-2,0,-1,-14,15,6,1
CC(Oc1cccc(Cl)c1)C(=O)N1CCCN(C)CC1 (stereo unspecified),5,0.4,-7,-16,5,-10,-1,1,-13
Cc1cccc(-n2c(C)cc(/C=C3\C(=N)N4N=C(CC(C)C)SC4=NC3=O)c2C)c1,-6,0.2,-8,5,-8,1,14,0,3
CC(C)c1nc(CNC(=O)C2CCC(=O)N(Cc3ccc(Cl)cc3)C2)no1 (stereo unspecified),4,7.0,-3,-8,0,-6,0,2,-1
CCOC(=O)N1CCN(C(=O)C2CCN(S(=O)(=O)c3ccc(OC)cc3)CC2)CC1,-1,-0.3,-4,9,-2,-1,-3,2,-1
O=C(O)CC/C(=N/NC(=O)c1cccs1)c1ccccc1,2,-0.3,-1,5,10,3,-8,-1,-15
CCOC(=O)N1CCC(N2C(=O)c3ccccc3C2Nc2ccc(S(=O)(=O)N3CCOCC3)cc2)CC1 (stereo unspecified),3,0.5,-8,5,-6,1,-2,2,-4
COc1cccc(CC(=O)Nc2nc3ccccc3[nH]2)c1,10,0.0,3,4,7,-11,-2,2,2
C=CCNC(=S)N/N=C(\C)c1cccnc1,2,2.2,-5,-1,3,-12,-9,0,-11
COc1ccc(C2CC(c3ccccc3Br)=NN2c2ccc(S(N)(=O)=O)cc2)cc1 (stereo unspecified),-1,0.3,2,3,-3,-11,20,0,-1
CC(C)C(=O)NS(=O)(=O)c1ccc(NS(C)(=O)=O)cc1,3,0.9,4,2,-9,-12,21,0,-4
COc1ccccc1N1CCN(C2CCN(C(=O)COc3ccccc3)CC2)CC1,4,1.0,-8,7,4,-7,18,1,-3
CCOc1ccc(S(=O)(=O)N2CCN(S(=O)(=O)c3ccc(C(C)=O)cc3)CC2)cc1,2,1.7,-4,4,0,-13,7,1,-2
CC(NC(=O)CN(C)Cc1cccs1)c1ccccc1 (stereo unspecified),1,-0.1,-6,-2,13,-14,18,0,-5
COC(=O)c1sc(S(=O)(=O)Oc2ccccc2NC(C)=O)c(C(=O)OC)c1C,-4,0.6,-6,-1,4,-7,7,3,-10
CCn1c2ccccc2c2cc(CN3CCN(S(C)(=O)=O)CC3)ccc21,-1,3.7,-3,4,-6,-3,16,8,7
CN(NC1OC(=O)c2ccccc21)c1ccccc1[N+](=O)[O-] (stereo unspecified),-23,4.1,5,19,-33,4,6,14,1
Cc1ccc(S(=O)(=O)N2CCC(C(=O)NCc3ccncc3)CC2)cc1,0,1.0,-1,2,-2,-7,20,-1,-6
Cc1ccc(O)c(NC(=O)CCCC(=O)O)c1,-2,-0.1,1,3,3,-5,9,2,0
Cc1cc(=O)[nH]c(SCC(=O)Nc2ccccc2[N+](=O)[O-])n1,-6,0.5,0,0,3,0,-3,-1,12
O=c1[nH]c2ccccc2c(O)c1SCCO,3,-0.3,0,-3,-2,2,9,2,-2
CC(C)CNC(=O)C1CCCN(S(=O)(=O)c2ccc(-n3cnnn3)cc2)C1 (stereo unspecified),7,0.2,-4,-7,4,0,9,0,0
CC1CCCN(S(=O)(=O)c2cccc3nonc23)C1 (stereo unspecified),-1,0.1,-7,-6,0,2,0,0,0

# Next part
SMILES,CHRM5 PAM,CHO-K1 Ca ag,CHRM5 agonist,CHRM5 antagonist,CHRM4 PAM,CHO-K1 Ca antag,CHO-K1 Ca PAM,CHRM4 agonist,M4 antag
C=CCn1c(SCC(=O)Nc2ccc(C(=O)O)cc2)nnc1-c1cccnc1,-2,0.0,0,10,5,5,-7,0,-3
CCCCN(C)C1CCN(C(=S)Nc2ccc(OCC)cc2)CC1,-2,0.3,-15,15,-16,6,-13,-1,10
CCCCNC(=O)c1nc2ncc(Br)cn2n1,-11,-0.4,-2,7,2,-3,9,1,3
Cc1csc(=O)n1CCC(=O)OCC(=O)c1ccc(Br)cc1,-2,-0.1,1,-10,-1,11,-12,1,-13
O=C(O)C1CCN(S(=O)(=O)c2ccc(Oc3ccccc3)cc2)CC1,-1,-0.2,2,0,-4,6,13,0,0
O=C(Cc1ccccc1)NC(NCCCN1CCOCC1)(C(F)(F)F)C(F)(F)F,1,0.1,0,-5,-2,-6,7,0,-4
COc1ccc(C(=O)c2[nH]c(N)c(C(=O)NCCc3c[nH]c4ccccc34)c2-c2c(F)cccc2Cl)cc1,-8,2.2,2,13,-1,-4,22,5,9
CN1CCC(=NNC(=O)CN(c2ccccc2)S(=O)(=O)c2ccccc2)CC1,-1,0.7,-4,18,-1,-7,13,14,-7
COCCOC(=O)C1=C(C)NC(=O)NC1c1ccco1 (stereo unspecified),1,4.9,1,4,-1,3,8,0,1
C=CCNc1nnc(Sc2ncccc2[N+](=O)[O-])s1,-3,3.1,-1,-4,-5,-19,7,3,-3

# Sorted by molar mass (low to high): some entries from above.
SMILES,CHRM5 PAM,CHO-K1 Ca ag,CHRM5 agonist,CHRM5 antagonist,CHRM4 PAM,CHO-K1 Ca antag,CHO-K1 Ca PAM,CHRM4 agonist,M4 antag
Cc1ccc(O)c(NC(=O)CCCC(=O)O)c1,-2,-0.1,1,3,3,-5,9,2,0
CC1CCCN(S(=O)(=O)c2cccc3nonc23)C1 (stereo unspecified),-1,0.1,-7,-6,0,2,0,0,0
C=CCNc1nnc(Sc2ncccc2[N+](=O)[O-])s1,-3,3.1,-1,-4,-5,-19,7,3,-3
CCCCNC(=O)c1nc2ncc(Br)cn2n1,-11,-0.4,-2,7,2,-3,9,1,3
CN(NC1OC(=O)c2ccccc21)c1ccccc1[N+](=O)[O-] (stereo unspecified),-23,4.1,5,19,-33,4,6,14,1
Cc1cc(=O)[nH]c(SCC(=O)Nc2ccccc2[N+](=O)[O-])n1,-6,0.5,0,0,3,0,-3,-1,12
CCCCN(C)C1CCN(C(=S)Nc2ccc(OCC)cc2)CC1,-2,0.3,-15,15,-16,6,-13,-1,10
Cc1ccc(S(=O)(=O)N2CCC(C(=O)NCc3ccncc3)CC2)cc1,0,1.0,-1,2,-2,-7,20,-1,-6
Cc1csc(=O)n1CCC(=O)OCC(=O)c1ccc(Br)cc1,-2,-0.1,1,-10,-1,11,-12,1,-13
CC(C)CNC(=O)C1CCCN(S(=O)(=O)c2ccc(-n3cnnn3)cc2)C1 (stereo unspecified),7,0.2,-4,-7,4,0,9,0,0
C=CCn1c(SCC(=O)Nc2ccc(C(=O)O)cc2)nnc1-c1cccnc1,-2,0.0,0,10,5,5,-7,0,-3
CN1CCC(=NNC(=O)CN(c2ccccc2)S(=O)(=O)c2ccccc2)CC1,-1,0.7,-4,18,-1,-7,13,14,-7
O=C(Cc1ccccc1)NC(NCCCN1CCOCC1)(C(F)(F)F)C(F)(F)F,1,0.1,0,-5,-2,-6,7,0,-4
COc1ccc(C(=O)c2[nH]c(N)c(C(=O)NCCc3c[nH]c4ccccc34)c2-c2c(F)cccc2Cl)cc1,-8,2.2,2,13,-1,-4,22,5,9
